Screening data from PubChem BioAssay.
GDH-TPI inh: GDH-TPI coupled enzyme inhibition counter-screen. 360,000 compounds, 1.2% hits. GDH-TPI coupled enzyme counterscreen, NADH absorbance. inhibition, % at 4.8 µM; in the data active = inhibition above about 30%;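 note: 0% = DMSO wells and 100% = wells lacking the enzyme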
Yp Topo-I inh: inhibitors of Yersinia pestis topoisomerase I. 360,000 compounds, 0.064% hits. Y. pestis Topo-I cleavage product accumulation, plate reader. activity, % at 10 µM; in the data active = activity above about 50%, passing the limit was not always enough; note: inactives centre near 2
Mtb BioA inh: inhibitors of Mycobacterium tuberculosis BioA enzyme; inhibition, % at 9.99 µM; 360,000 compounds, 0.096% hits; purified M. tuberculosis BioA enzyme, plate reader; in the data active = inhibition above about 40%
Mtb FBA inh: inhibits M. tuberculosis FBA enzyme. inhibition, % at 1 µM. 360,000 compounds, 2.3% hits. purified M. tuberculosis FBA, fluorescence read-out. P9WQA3; in the data active = inhibition above about 27%;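 note: 0% = vehicle and 100% = reference inhibitor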
Target sequence (P9WQA3 whole entry, looked up): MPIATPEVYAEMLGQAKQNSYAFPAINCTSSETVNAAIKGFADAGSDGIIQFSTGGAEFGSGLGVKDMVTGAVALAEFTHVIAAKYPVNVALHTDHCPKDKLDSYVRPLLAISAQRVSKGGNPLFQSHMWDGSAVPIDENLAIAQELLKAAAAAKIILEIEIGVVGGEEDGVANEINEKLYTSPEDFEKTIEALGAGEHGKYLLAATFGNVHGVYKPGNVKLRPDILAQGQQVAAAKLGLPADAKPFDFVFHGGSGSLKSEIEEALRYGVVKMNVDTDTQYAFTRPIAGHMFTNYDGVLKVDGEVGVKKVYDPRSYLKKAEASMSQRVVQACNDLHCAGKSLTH
FadD28 binding: inhibitors of Mycobacterium tuberculosis FadD28 bisubstrate binding. FadD28 bisubstrate probe binding, fluorescence polarization. AID 588549. inhibition, % at 12.5 µM. 360,000 compounds, 0.22% hits; in the data active = inhibition above about 8.5%, passing the limit was not always enough
TcdB GH inh: inhibitors of Clostridioides difficile toxin B glycohydrolase. inhibition, % at 9.99 µM. P18177. AID 652162. TcdB glycohydrolase enzymatic assay, plate reader. 350,000 compounds, 0.24% hits; in the data active = inhibition above about 10%
PfHsp40 yeast: restores yeast growth despite PfHsp40 toxicity; S. cerevisiae expressing PfHsp40, growth rescue, ATP luminescence; growth rescue, % at 12.5 µM; 340,000 compounds, 0.68% hits; AID 504582; in the data active = growth rescue above about 28%, passing the limit was not always enough;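 note: yeast W303a lacking pdr1 and pdr3 grown in galactose medium; growth measured after three days at 30 °C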
BH1578 lux ind: inducers of Vibrio cholerae quorum light production without autoinducers; activation, % at 18.7 µM; 350,000 compounds, 0.16% hits; V. cholerae BH1578 lux reporter, luminescence, 6 h; AID 588436; in the data active = activation mostly above about 9.7%, no sharp cut-off; note: not every result past the cut was called active; inactives centre near 0; reference of the scale not given here
UGM FP inh: blocks M. tuberculosis UGM enzyme | inhibition, % at 10 µM | 320,000 compounds, 0.06% hits | purified UGM, fluorescence polarization probe displacement | AID 504406; in the data active = inhibition above about 10%, passing the limit was not always enough
Target sequence (P9WIQ1 whole entry, looked up): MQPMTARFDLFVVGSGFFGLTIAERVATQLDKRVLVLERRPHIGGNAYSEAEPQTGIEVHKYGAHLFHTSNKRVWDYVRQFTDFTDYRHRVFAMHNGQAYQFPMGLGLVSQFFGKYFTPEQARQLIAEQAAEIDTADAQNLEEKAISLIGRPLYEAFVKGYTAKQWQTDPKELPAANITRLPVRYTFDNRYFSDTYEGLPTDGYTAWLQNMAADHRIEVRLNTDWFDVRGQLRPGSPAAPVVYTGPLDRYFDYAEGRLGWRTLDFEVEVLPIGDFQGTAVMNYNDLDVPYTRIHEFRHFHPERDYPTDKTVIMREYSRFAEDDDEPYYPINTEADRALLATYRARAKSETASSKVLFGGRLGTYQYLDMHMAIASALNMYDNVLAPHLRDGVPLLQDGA
The depositor's hits bear a star; i = inactive; nt = no result given; & = joins results of further samples.

SMILES	GDH-TPI inh	Yp Topo-I inh	Mtb BioA inh	Mtb FBA inh	FadD28 binding	TcdB GH inh	PfHsp40 yeast	BH1578 lux ind	UGM FP inh
O=C(NCCNC(=O)c1cc(OCC(F)(F)F)ccc1OCC(F)(F)F)Nc1ccc(OC(F)(F)F)cc1	0	1	nt	0	-2.9	nt	-1.1	-0.6	1.5
COc1nc2ccccc2nc1N1CCN(Cc2ccc3c(c2)OCO3)CC1	10	25	nt	0	-2.2	-8.1	2.7	i	nt
CCOc1cc(CN2CCc3c([nH]c4ccccc34)C2)ccc1OC	3	-1	1.3	-1	-2.8	0.2	0.7	-0.2	-1.4
C=C(C)CSc1nc2sc3c(c2c(=O)n1-c1ccccc1)CCN(C)C3	7	17	nt	9	-4.6	0.9	-0.5	i	-1.3
CC(=O)N(C1=NCCCS1)c1ccc(Cl)cc1	7	-10	nt	-2	-3.8	-0.6	1.9	i	0.4
Cc1ccc(S(=O)(=O)N(CC(=O)Nc2cccnc2)c2ccc(Br)cc2)cc1	0	22	18	1	-1.3	-13	1.9	0.0	1.8
CCOC(=O)Cn1c(=O)oc2cc(S(=O)(=O)N3CCN(c4ccccn4)CC3)ccc21	-9	1	-0.4	6	-1.7	3.4	0.8	-0.3	-0.3
Cc1nc(C2CCCCC2)c(-c2ccccc2)c(N2CCOC2=O)c1C	-9	22	-0.1	1	-5.1	1.0	-1.0	0.0	-0.8
CCOC(=O)C(C#N)C(Cc1ccccc1)c1ccco1 (stereo unspecified)	1	0	-1.3	1	-2.0	nt	0.0	-1.4	3.8
N=c1sccn1CC(=O)N1N=C(c2ccc(Cl)cc2)CC1c1ccco1 (stereo unspecified)	8	-3	nt	2	-0.8	2.2	0.1	i	-1.9

Full records, quoted from the list. Order of values: GDH-TPI inh, Yp Topo-I inh, Mtb BioA inh, Mtb FBA inh, FadD28 binding, TcdB GH inh, PfHsp40 yeast, BH1578 lux ind, UGM FP inh
Record of COc1nc2ccccc2nc1N1CCN(Cc2ccc3c(c2)OCO3)CC1 → 10, 25, nt, 0, -2.2, -8.1, 2.7, i, nt
Record of O=C(NCCNC(=O)c1cc(OCC(F)(F)F)ccc1OCC(F)(F)F)Nc1ccc(OC(F)(F)F)cc1 → 0, 1, nt, 0, -2.9, nt, -1.1, -0.6, 1.5
Record of C=C(C)CSc1nc2sc3c(c2c(=O)n1-c1ccccc1)CCN(C)C3 → 7, 17, nt, 9, -4.6, 0.9, -0.5, i, -1.3
Record of CCOc1cc(CN2CCc3c([nH]c4ccccc34)C2)ccc1OC → 3, -1, 1.3, -1, -2.8, 0.2, 0.7, -0.2, -1.4

Additional results:
SMILES	GDH-TPI inh	Yp Topo-I inh	Mtb BioA inh	Mtb FBA inh	FadD28 binding	TcdB GH inh	PfHsp40 yeast	BH1578 lux ind	UGM FP inh
Cc1ccc(Sc2ccc(NC(=O)CCl)cc2)cc1C	-1	11	nt	-4	-9.8	nt	457*	-0.3	4.6
CCCC(=O)Nc1ccc2c(c1)nc(CCNC(=O)c1ccco1)n2C	-7	5	0.2	0	-0.7	0.5	nt	-0.5	0.8
C1CC(CN2CCOCC2)CN(Cc2nc(CC3CC3)no2)C1 (stereo unspecified)	4	-5	nt	3	-1.8	0.1	2.5	i	-0.7
COc1cc2c(cc1OC)C(c1ccccc1Br)NC(=O)C2 (stereo unspecified)	-6	1	9.4	-5	-4.9	-0.1	0.2	-0.1	-1.3
NC(=S)Nc1ccc2c(c1)OCO2	2	0	nt	0	-2.7	-1.1	-0.7	i	1.7
CCNC(=O)c1ccccc1-c1nc(-c2ccccc2OC)no1	13	-4	nt	-2	-2.8	0.3	1.6	-0.4	4.2
CC(C)(C)OC(=O)[C@H](Cc1ccccc1)NC(=O)c1[nH]cnc1C(=O)N[C@@H](Cc1ccccc1)C(=O)OCc1ccccc1	0	39	-1.6	-4	-5.3	0.5	0.8	i	1.1
Cc1ccc(S(=O)(=O)/N=C(\N)Nc2nc(C)c3ccc(C)cc3n2)cc1	-3	12	nt	-3	-4.7	nt	-1.2	i	-0.9
CC1(C)CC(=O)C(N=Nc2ccc(-c3ccccc3)cc2)=C(O)C1	-2	-9	nt	0	-5.0	0.3	2.0	1.9	1.0
COCCNC(=O)C(=O)Nc1ccc2c(c1)N(S(=O)(=O)c1cccs1)CCC2	3	-4	-2.8	-1	-2.4	4.8	-2.9	i	-1.0
COc1cccc(-c2cn3nc(C)c(C)nc3n2)c1	10	-4	-0.4	2	-3.5	nt	-1.5	-0.6	-0.4
CC1CCCCC1NC(=O)COC(=O)c1c2c(nc3ccccc13)/C(=C\c1ccco1)CC2 (stereo unspecified)	8	7	-1.1	1	0.6	-0.2	-1.0	i	nt
COc1ccc(CNC(=O)c2ccc(Br)o2)cc1	-3	4	0.1	-1	-4.6	0.2	1.7	-2.9	0.7
CCNC(=O)c1ccccc1SCc1ccccc1	4	5	nt	3	0.0	1.3	0.7	-0.3	-2.0
COc1ccccc1N(CC(=O)NCC1CCCO1)C(=O)CCC(=O)Nc1nccs1 (stereo unspecified)	-2	2	-1.7	1	-1.7	nt	-0.3	i	-0.5
CC1(C)N=C(N)N=C(N)N1c1ccc(OCC(=O)Nc2ccccc2)c(Cl)c1	11	4	nt	0	-0.4	1.7	nt	-2.9	nt
CCOC(=O)Cn1cc(Cl)c(=O)c(Cl)c1	3	0	nt	-2	-2.1	0.8	-0.6	i	0.4
CC(=O)N1CCc2cc(NC(=O)C3(C)CCN3Cc3ccccc3OC(F)F)ccc21 (stereo unspecified)	-6	26	39	-1	-3.0	-0.1	nt	-0.3	nt
O=C(CC1CC2CCC1C2)NCc1cccs1 (stereo unspecified)	8	-9	-3.4	7	-1.4	nt	0.5	i	-0.4
Cc1nc(-n2nnc(CO)c2CO)nc2c1CCC2	13	4	-1.1	1	0.1	1.0	-0.6	i	-1.6
CN1CCN(C(=O)C2(NC(=O)Nc3ccccc3Cl)CCCCC2)CC1	1	0	nt	-1	-1.1	nt	-1.5	-1.0	0.5
O=C(NNC(=S)Nc1cccc(C(F)(F)F)c1)c1ccc(Cl)cc1Cl	9	4	nt	3	5.3	nt	36*	-0.2	-1.2
COC(=O)c1[nH]c2ccccc2c1NC(=O)CN1CCN(c2cccc(Cl)c2)CC1	9	8	0.7	1	-10	nt	-1.1	0.1	0.7
O=C(NC1CCCC1)C(c1ccncc1)N(Cc1ccco1)C(=O)c1ccc(-c2ccccc2)[nH]1 (stereo unspecified)	5	23	nt	5	-3.2	2.4	1.2	i	-1.0
Cc1c(C(=O)Nc2ccccc2)sc2nc[nH]c(=O)c12	7	-9	-0.6	6	-3.3	nt	2.1	i	0.0
O=C(O)CCNC(=O)c1ccc(NC(=O)C(c2ccccc2)c2ccccc2)cc1	8	-2	0.1	1	-1.8	1.3	nt	0.3	-5.3
O=C(NCCc1ccccc1)c1ccc(-c2ccc(F)c(F)c2)c2ccoc12	8	-11	-2.4	6	-0.1	-0.2	nt	i	nt
Cc1c(C(=O)NCc2ccc3c(c2)OCCO3)sc(=O)n1Cc1ccc2c(c1)OCO2	0	33	1.3	-1	-5.7	2.6	nt	i	nt
CC(=O)Nc1ccc(S(=O)(=O)N(Cc2ccccc2)c2ccccn2)cc1	-13	11	0.0	-2	-2.3	1.5	-0.1	i	-1.7
CCOC(=O)C1=C(COC(=O)COc2cc(C)ccc2C)NC(=O)NC1C (stereo unspecified)	-1	7	nt	-2	-1.8	-0.5	1.6	-11	-0.7
COCCNC(=O)C1(C)CCCN(Cc2ccc(C)c3ccccc23)C1 (stereo unspecified)	4	35	-0.2	0	-2.4	-0.8	nt	-0.4	nt
COc1ccc(S(=O)(=O)N(C)C[C@@H]2Oc3ccc(NC(=O)Nc4c(C)noc4C)cc3C(=O)N([C@H](C)CO)C[C@@H]2C)cc1	3	14	0.3&-1.0	4	-1.1	-0.3&0.3	2.9	1.3	0.8
Cc1ccccc1CN1CCN(c2nc3ccccc3s2)CC1	0	3	0.8	0	-2.0	0.7	0.7	-0.4	-4.9
Cc1c(C(=O)N2CCN(c3ccccn3)CC2)cccc1[N+](=O)[O-]	-1	7	nt	-1	-0.5	-1.0	1.1	-0.3	-1.5
CCN(C(=O)COc1cc(=O)n(C)c2ccccc12)c1cccc(Cl)c1	6	18	0.8	-1	0.0	nt	1.0	nt	-1.0
COc1ccccc1CNC(=O)c1cc(-c2cc(F)ccc2OC)n[nH]1	7	6	0.1	-1	-3.4	-0.4	nt	i	nt
COc1ccc(-n2c(C)c(C)c3c(NCCN(C)C)ncnc32)cc1	4	-1	20	1	-1.4	-6.9	0.8	i	-1.7
Cc1ccc(OCCOc2cccc(C=C3C(=O)NC(=O)NC3=O)c2)cc1	-11	-17	0.7	-6	-3.6	-0.6	1.3	-8.3	1.0
CCOc1ccc(OCCC(=O)OCC(=O)NC2CCCCC2)cc1	-1	-2	-1.3	1	0.5	1.1	1.9	-0.5	-0.7
COCC(C)n1c(SCC(=O)c2cc(C)n(C)c2C)nc2ccccc2c1=O (stereo unspecified)	18	7	nt	3	0.5	0.8	1.0	i	-2.5
C=CCON/C(CCC)=C1\C(=O)C(C(=O)OC)C(C)(C)CC1=NC (stereo unspecified)	3	0	nt	-2	-0.1	-0.2	-1.1	-0.1	-1.3
CCOc1cc(C(=O)Nc2ccc(S(=O)(=O)Nc3cc(C)on3)cc2)cc(OCC)c1OCC	0	0	-0.4	1	-2.7	nt	-1.3	0.5	2.9
Cc1nnc(SCc2ccc(C(=O)Nc3cc(Cl)ccc3C)cc2)s1	8	20	nt	-3	-3.5	nt	3.7	-0.1	-1.9
CCSc1nnc(-c2sc3nnc(-c4ccccc4)c(-c4ccccc4)c3c2N)o1	3	1	-3.2	-2	-1.0	nt	-0.7	nt	0.8
O=C1C(=Cc2cn(-c3ccccc3)nc2-c2ccc(OCc3ccc(Cl)cc3)cc2)SC(=S)N1CCS(=O)(=O)O	8	11	-1.7	0	0.2	1.0	nt	0.2	nt
O=C(Cc1ccc2c(c1)OCCO2)Nc1cccc(S(=O)(=O)N2CCOCC2)c1	5	-1	0.2	-3	-1.7	1.5	0.0	-0.6	-3.4
CCOC(=O)c1ccc(NC(=O)Nc2cccc(C)n2)cc1	4	0	-0.5	5	0.6	1.5	0.6	-0.3	-3.2
COc1ccc(CCNC(=O)COc2ccc(N(C)S(=O)(=O)c3ccc(C)cc3)cc2)cc1	24	4	-0.7	2	-0.6	1.4	3.7	-0.2	1.0
CC(Sc1nc2ccccc2o1)C(=O)O (stereo unspecified)	2	3	-0.7	0	-3.4	nt	-0.7	-1.3	-0.8
CC(C)(C)[C@H]1COC(=O)CCC/C=C/C[C@H](CC(=O)N(CCO)Cc2ccccc2)C(=O)N1	6	0	-1.2	4	-1.6	0.3	-0.8	-0.5	-2.6
(more compounds)
SMILES	GDH-TPI inh	Yp Topo-I inh	Mtb BioA inh	Mtb FBA inh	FadD28 binding	TcdB GH inh	PfHsp40 yeast	BH1578 lux ind	UGM FP inh
COC1CCCN(Cc2cn(C)nc2-c2ccc(Oc3ccccc3)cc2)C1 (stereo unspecified)	11	10	nt	-1	-1.1	0.4	0.2	-0.2	0.8
CCOC(=O)/C(C#N)=C/c1ccc(OCC(=O)Nc2ccc(OC)cc2)c(OC)c1	5	1	-2.5	3	-3.7	nt	1.5	-0.6	4.5
CN(CC(=O)Nc1ccc(N2CCOCC2)cc1)Cc1cc(=O)n2ccsc2n1	-2	4	-2.1	1	-3.3	0.9	0.1	-0.5	0.8
C/C(CCc1ccc2c(c1)OCO2)=N\N=C1\NC(=O)CC(C(=O)Nc2ccc(C(=O)O)cc2)S1 (stereo unspecified)	19	7	-2.3	2	-1.7	0.3	-1.2	i	nt
CCc1cccc(C)c1NC(=O)CN(C)S(=O)(=O)c1ccc(-c2ccc(=O)[nH]n2)s1	-1	-4	1.1	4	-3.8	2.9	0.7	i	-3.3
Cc1ccc(C)c(NC(=O)C2Cc3ccccc3CN2C(=O)OCc2ccccc2)c1 (stereo unspecified)	2	27	-0.6	1	-0.6	nt	-1.1	i	-1.2
CCCCc1ccc(NS(=O)(=O)N(C)C)cc1	13	-1	0.4	1	-1.2	nt	1.0	0.5	-1.1
COc1ccc(/C=C2\SC(=O)N(CC(=O)N(C)C3CCS(=O)(=O)C3)C2=O)cc1 (stereo unspecified)	34*	-1	-0.2	4	-1.2	1.0	1.7	-0.3	3.1
